# GLP1R cytotox – cytotoxicity counter-screen for GLP-1 receptor inverse agonists; Potency, µM (highest dose often 38.3 µM), for the others: top-dose activity change, negative = inhibition, most hits filed as inhibitors; actives 0.13% (n = 410,000); HEK293 cAMP-luciferase reporter cells, luminescence, 24 h; AID 624418;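 further: loss of luciferase light is scored as toxicity; potency means the concentration at half of the fitted maximal effect; on the % scale 0 is the no-effect control and ±100 the full control effect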
#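 1536-well qHTS counterscreen of the MLSMR; 200 cells/uL, 12 h pre-incubation, 23 nL cpd, 24 h at 37 deg C 5% CO2, luciferase detection reagent, 12 min RT, luminescence. Inhibition = undesired.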
# pAkt inh – Akt phosphorylation inhibition | Neuro2A IGF-stimulated pAkt S473 HTRF, 20 min; hits give low values | activity change, % for hits at 50 µM | actives 0.32% (n = 360,000); in the data active means activity change below about -80%; inconclusive means mostly about -51% to -80%; further: on the % scale 0 is the no-effect control and ±100 the full control effect
#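 Neuro2A cells (4,500/well, DMEM with 0.5% FBS) were treated with compound at a single 50 µM final concentration, stimulated with 6 nM IGF for 20 min at 37 °C, and lysed. Phospho-Akt Ser473 was read by HTRF as 665/615 ratio ×10^4.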
# PTHR1 agonist – activates the human parathyroid hormone receptor PTHR1 | HEK293 GP2 PTHR1 cells, GloSensor cAMP luminescence, 1 h | Potency, µM (doses to about 115 µM), for inactives: top-dose activation, hits mostly activators | Q03431 | actives 0.075% (n = 410,000); further: potency means the concentration at half of the fitted maximal effect; nearly all actives have a fitted effect of over 55% in size; some results filed as inactive show a strong effect at the top dose; inactives centre near -15; many of its hits are not listed in these tables
# Target sequence (Q03431 whole entry, looked up): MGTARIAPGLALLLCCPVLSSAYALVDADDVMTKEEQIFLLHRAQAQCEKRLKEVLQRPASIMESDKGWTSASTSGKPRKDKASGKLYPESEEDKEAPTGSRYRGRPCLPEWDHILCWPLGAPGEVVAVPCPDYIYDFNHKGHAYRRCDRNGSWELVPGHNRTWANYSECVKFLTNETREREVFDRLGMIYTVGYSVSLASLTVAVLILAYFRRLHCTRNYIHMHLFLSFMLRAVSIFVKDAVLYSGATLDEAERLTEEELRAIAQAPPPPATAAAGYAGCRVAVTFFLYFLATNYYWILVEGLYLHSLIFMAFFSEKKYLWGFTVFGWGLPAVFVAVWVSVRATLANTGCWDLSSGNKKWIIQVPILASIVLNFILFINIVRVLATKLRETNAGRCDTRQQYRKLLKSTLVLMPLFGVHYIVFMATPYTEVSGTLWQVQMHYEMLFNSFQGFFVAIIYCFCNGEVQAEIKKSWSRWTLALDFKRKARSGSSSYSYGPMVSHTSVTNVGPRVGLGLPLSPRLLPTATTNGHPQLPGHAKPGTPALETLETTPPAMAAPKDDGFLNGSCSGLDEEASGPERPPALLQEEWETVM
#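 HEK-293-derived GP2 cells expressing PTHR1 and a GloSensor cAMP reporter, 3,000/well, plated overnight, given luciferin plus IBMX (each 0.5 mM as added) for 1 h at 37 °C, then compound for 1 h at 37 °C. Luminescence was read after 15 min at room temperature.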
# GLP-1R inv ag – inverse agonists of human GLP-1 receptor; P43220; HEK293 GLP-1R CRE-luciferase, luminescence, 24 h; GLP-1R form is constitutively active; Potency, µM (titrated, usually from 38.3 µM), for inactives: at the top dose activity change, negative = inhibition, hits mostly inhibitors; actives 1.6% (n = 410,000); AID 624417; further: potency means the concentration at half of the fitted maximal effect; on the % scale 0 is the no-effect control and ±100 the full control effect; nearly all actives have a fitted effect of over 55% in size
# Target sequence (P43220 whole entry, looked up): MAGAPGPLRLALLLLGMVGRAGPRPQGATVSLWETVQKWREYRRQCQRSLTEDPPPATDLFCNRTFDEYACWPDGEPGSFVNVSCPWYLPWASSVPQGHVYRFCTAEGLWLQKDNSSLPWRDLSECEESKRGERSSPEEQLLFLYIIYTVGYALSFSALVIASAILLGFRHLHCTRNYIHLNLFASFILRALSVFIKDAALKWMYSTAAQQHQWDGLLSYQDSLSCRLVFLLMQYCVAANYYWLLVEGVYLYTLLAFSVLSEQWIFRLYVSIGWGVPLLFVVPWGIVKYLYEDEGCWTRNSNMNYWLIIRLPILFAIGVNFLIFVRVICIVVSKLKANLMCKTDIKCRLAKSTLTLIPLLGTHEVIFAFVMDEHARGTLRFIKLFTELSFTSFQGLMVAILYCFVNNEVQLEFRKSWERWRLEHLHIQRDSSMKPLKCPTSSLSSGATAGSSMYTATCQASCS
#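 HEK293 cells stably co-expressing constitutively active GLP-1R and a cAMP-responsive luciferase reporter were seeded in DMEM with 10% Nu serum, given compounds after 12 h, and incubated 24 h at 37 deg C. Luminescence was then read.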
# aSyn rescue – alpha-synuclein toxicity inhibition in yeast; Yeast expressing alpha-synuclein, growth rescue, BacTiter-Glo, 24 h; AID 652106; actives 0.14% (n = 370,000); Potency, µM (series often up to 46.1 µM), for inactives: at the top dose growth rescue (activation), actives largely listed as activators; further: potency means the concentration at half of the fitted maximal effect; % of control where 0% means no effect; nearly all actives have a fitted effect of over 65% in size
#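 Readout is rescue of growth in alpha-synuclein-expressing yeast, so inhibitors of toxicity appear as activators. Growth after 24 hr at 30 deg C in galactose medium is quantified by luminescence.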
# TDP-43 yeast inh – TDP-43 toxicity inhibition in yeast. Potency, µM (doses to about 46.1 µM), for the others: at the top dose growth rescue (activation), hits mostly activators. actives 1.8% (n = 410,000). TDP-43 expressing yeast growth rescue, BacTiter-Glo, 24 h. AID 652104; further: potency means the concentration at half of the fitted maximal effect; % of control where 0% means no effect; nearly all actives have a fitted effect of over 50% in size
#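 Readout is BacTiter-Glo luminescence of cell growth, so inhibitors register as activators. TDP-43-expressing yeast at OD600=0.02 in galactose medium, after raffinose pregrowth to mid-log, were incubated with compound for 24 hr at 30 deg C.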
# Abeta rescue – A-beta toxicity reversal in yeast; Potency, µM (highest dose often 46.1 µM), for inactives: at the highest dose growth rescue, hits mostly activators; yeast expressing A-beta42, growth rescue, OD600, 48 h; response scale: 0% DMSO, 100% iron-clioquinol control; actives 0.063% (n = 410,000); further: potency means the concentration at half of the fitted maximal effect; nearly all actives have a fitted effect of over 55% in size
#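 Yeast A-beta toxicity model in growth medium with pinned compounds, 48 h at 30 C; growth read as absorbance at 600 nm. Normalized to FeCl3/clioquinol equimolar mix (positive) and DMSO (negative).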
# FUS suppressor – suppressors of FUS proteinopathy in yeast. S. cerevisiae FUS-expressing, growth rescue, OD600, 24 h. Potency, µM (top dose mostly 76.6 µM), without a hit: at the top dose growth rescue (activation), most hits filed as activators. actives 0.24% (n = 390,000);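 further: potency means the concentration at half of the fitted maximal effect; plate controls were DMSO vehicle for no effect and reference control for full effect; nearly all actives have a fitted effect of over 55% in size; some results filed as inactive show a strong effect at the top dose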
#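 Quantitative HTS measuring growth restoration of FUS-toxic yeast. Galactose-induced cells (OD 0.005) were exposed 24hr at 30C to compounds at several concentrations, then absorbance at 600 nm was recorded.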
# Mm-Cpn inhibitor – inhibitors of Methanococcus maripaludis chaperonin (MmCpn); purified Mm-Cpn ATPase, ADP Transcreener TR-FRET; Potency, µM (series often up to 76.9 µM), for the others: at the highest dose activity, negative = inhibition, most hits filed as inhibitors; actives 0.031% (n = 330,000); further: potency means the concentration at half of the fitted maximal effect; on the % scale 0 is the no-effect control and ±100 the full control effect; nearly all actives have a fitted effect of over 80% in size
#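 ATPase read-out: TR-FRET ADP immunoassay (anti-ADP Eu cryptate vs ADP-d2), ex 320 nm, em 590/665 nm; signal drops as ADP forms. Enzyme 25 nM, ATP 10 uM, 30 min at 37°C after 10 min compound preincubation.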
# * = called active by the depositor; i = inactive; u = inconclusive; x = no result given; [ ] = dose if it differs, or a comment. Unless noted, the call rests on the fitted dose curve; in most records, active means well fitted curve in the direction sought with a large enough effect; inconclusive means small, poorly fitted or top-dose-only effect, or another doubt; inactive means no such curve, though single readings can be large; an effect the other way counts as inactive or inconclusive. A portion of the library; rates above refer to the full screens.
entry	Compound	GLP1R cytotox	pAkt inh	PTHR1 agonist	GLP-1R inv ag	aSyn rescue	TDP-43 yeast inh	Abeta rescue	FUS suppressor	Mm-Cpn inhibitor
1	CCO[C@H]1OC(C(N)=O)=C[C@@H](C2CCCCC2)[C@@H]1CCCO	-18%	i	-35%[inhibitor]	-9%	2%	-3%	1%	-1%	x
2	N#Cc1nc(-c2ccccc2F)oc1NCc1cccc2c1OCO2	1%	i	-20%[57.5 µM]	78%[activator]	21%	-21%	-12%	-4%	-1%
3	COc1ccc(CCN2C(=O)C3C4CC(C5C(C(=O)NN)=NOC45)C3C2=O)cc1OC (stereo not given)	5%	i	i	4%	-10%	9%	7%	-23%	-6%
4	CN(c1ccccc1)S(=O)(=O)c1cccc(C(=O)NC2CCCC2)c1	4%	i	-2%	u	6%	15%	2%	x	2%
5	CC(C)CC(NC(=O)C1CCCN1C(=O)OC(C)(C)C)C(=O)NCC(N)=O (stereo not given)	-1%	i	-12%	-7%	-5%	0%	0%	x	-1%[15.4 µM]
6	N#CC1=C(N)Nc2ncnn2C1c1ccc(F)cc1 (stereo not given)	-12%	i	i	4%	-5%	6%	-8%	x	0%
7	Cc1ccc(CSc2cn(CC(=O)N3CCCCCC3)c3ccccc23)cc1	0%	x	-28%	10µM*	x	16%	3%	37%	x
8	O=C1NC[C@@H](CCCCN2CCN(CC3CCCCC3)C(=O)C2=O)N(CCC2CCCCC2)C1=O	-9%	i	16%	1%	-7%	10%	-6%	18%	x
9	CN(C)C(=O)c1cccn(Cc2ccc(C(F)(F)F)cc2)c1=O	-1%[7.66 µM]	i	i	1%[7.66 µM]	-1%	5%[9.22 µM]	-7%	1%	-1%
10	CCOc1cccc(C(=O)N(Cc2ccc(N(C)C)cc2)CC2CCCO2)c1 (stereo not given)	-14%	x	-57%[inhibitor]	-3%	x	-13%	-9%	7%	x
11	Cc1nc2nc(SCc3ccc([N+](=O)[O-])cc3)[nH]c2cc1Br	1%	i	-48%[inhibitor]	10%	-12%	0%	7%	5%	-2%
12	O=C(CCl)Nc1ccccc1Sc1ccccc1	-18%	i	-37%[inhibitor]	-19%	-1%	u	4%	8%	1%
13	COc1cccc(CNC(=O)COC(=O)c2cccc(S(=O)(=O)N3CCCC3)c2)c1	5%	i	-8%	-11%	-4%	7%	-1%	7%	-5%
14	NC(=O)COC(=O)CN1C(=O)C2CCCCC2C1=O (stereo not given)	8%	i	i	7%	2%	3%	12%	-4%	-1%
15	Cc1ccc(/C=C/C(=O)NCc2ccccn2)o1	-3%	i	i	7%	2%	7%	7%	0%	-1%
16	CCCCNC(=O)C1(NC(=O)Nc2ccc(C)cc2)CCCCC1	-2%	i	-2%	-24%	7%	11%	3%	-5%	-2%
17	CCN1CC(c2ccccc2)C(c2ccc(Cl)cc2)=N1 (stereo not given)	2%[1.53 µM]	i	i	u	-8%	14%	6%	9%	-28%
18	CC1CCN(CC(=O)n2c3c(c4ccccc42)CCCC3)CC1	2%	i	i	u	0%	-13%	-6%	-4%	0%
19	Cc1cc(C)c(S(=O)(=O)NCC2CCC(C(=O)NCCc3ccccc3)CC2)c(C)c1 (stereo not given)	10%	x	-33%[inhibitor]	-8%	x	-1%	-18%	8%	x
20	COc1c(O)cccc1/C=N/NC(=O)Cn1ccnc1C	1%	i	i	u	9%	11%	x	16%	0%
21	C=CCc1c(C)nc2nc(SCC(=O)Nc3ccccc3CC)nn2c1C	7%	x	-37%[inhibitor]	5%	x	u	1%	-1%	x
22	CSCCC(NC(=O)COc1ccccc1)C(=O)N1CCCCCC1 (stereo not given)	5%	i	i	-17%	1%	-5%	-1%	1%	0%
23	COC(Cn1c2c(c3cc(C)ccc31)CCCC2NCc1ccccc1)OC (stereo not given)	5%	i	i	u	4%	9%	5%	10%	-3%
24	O=C(CC1CCCC1)N1CCN(S(=O)(=O)c2cccc(F)c2)CC1	-16%	i	-10%	u	1%	7%	-8%	3%	x
25	Cn1cc(C(=O)NCc2ccccc2)c(=O)c2cc(S(=O)(=O)N3CCCCCC3)ccc21	11%	x	-24%	15%	x	-14%	-15%	-5%	x
26	O=S(=O)(NCc1ccccc1)c1ccccc1NCCc1ccccc1	2%	i	-18%	u	u	u	8%	18%	-1%
27	COc1ccc(-c2nnc(SCC(=O)NCCc3ccc(OC)c(OC)c3)nc2-c2ccc(OC)cc2)cc1	0%	x	-39%	1%	x	11%	-20%	u	x
28	C/C(=C\c1ccco1)CN1CCC(N2CCC(C(=O)N3CCOCC3)CC2)CC1	0%	i	-6%	-24%	12%	3%	9%	12%	1%
29	CC1(C(=O)Nc2cccc(NS(C)(=O)=O)c2)Cc2c(-c3ccc(C(N)=O)cc3)ccnc2O1 (stereo not given)	0%	i	-15%	-5%	1%	-1%	-7%	u	x
30	Cc1ccc2c(c1)N(S(=O)(=O)c1ccc(F)cc1)C(C(C)(C)C)CO2 (stereo not given)	20%	i	-24%	0%	-6%	25%	0%	8%	0%

# Compounds shown so far containing a tert-butyl group, in the order listed:
entry	Compound	GLP1R cytotox	pAkt inh	PTHR1 agonist	GLP-1R inv ag	aSyn rescue	TDP-43 yeast inh	Abeta rescue	FUS suppressor	Mm-Cpn inhibitor
5	CC(C)CC(NC(=O)C1CCCN1C(=O)OC(C)(C)C)C(=O)NCC(N)=O (stereo not given)	-1%	i	-12%	-7%	-5%	0%	0%	x	-1%[15.4 µM]
30	Cc1ccc2c(c1)N(S(=O)(=O)c1ccc(F)cc1)C(C(C)(C)C)CO2 (stereo not given)	20%	i	-24%	0%	-6%	25%	0%	8%	0%

# Compound profiles (already shown).
# COC(Cn1c2c(c3cc(C)ccc31)CCCC2NCc1ccccc1)OC (stereo not given) in the list: GLP1R cytotox = 5%; pAkt inh = i; PTHR1 agonist = i; GLP-1R inv ag = u; aSyn rescue = 4%; TDP-43 yeast inh = 9%; Abeta rescue = 5%; FUS suppressor = 10%; Mm-Cpn inhibitor = -3%
# CN(C)C(=O)c1cccn(Cc2ccc(C(F)(F)F)cc2)c1=O in the list: GLP1R cytotox = -1%[7.66 µM]; pAkt inh = i; PTHR1 agonist = i; GLP-1R inv ag = 1%[7.66 µM]; aSyn rescue = -1%; TDP-43 yeast inh = 5%[9.22 µM]; Abeta rescue = -7%; FUS suppressor = 1%; Mm-Cpn inhibitor = -1%

# The list goes on.
entry	Compound	GLP1R cytotox	pAkt inh	PTHR1 agonist	GLP-1R inv ag	aSyn rescue	TDP-43 yeast inh	Abeta rescue	FUS suppressor	Mm-Cpn inhibitor
31	CC1Cc2nc(SCC(=O)Nc3ccc4c(c3)OCO4)n(Cc3ccccc3)c(=O)c2S1 (stereo not given)	u	i	-9%	0%	0%	-7%	6%	14%	-7%
32	CCOC(=O)CNC(=O)CSc1nnc(Cn2c(=O)sc3ccccc32)n1C	9%	i	-10%	-2%	-4%	2%	-3%	-15%	1%
33	CCN1c2ccccc2-n2cccc2C12CCN(C(=O)Nc1ccccc1Br)CC2	0%	x	i	10µM*	x	19%	23%	6%	x
34	CCCn1cnc2cc(NCc3cccc(OC)c3O)ccc21	-12%	i	-1%[57.5 µM]	1%	-1%	7%	2%	11%	-1%
35	CC(C)Sc1ncc(Cl)c(C(=O)Nc2nnc(C(C)C)s2)n1	-1%	x	i	8%	x	u	-15%	u	x
36	O=C(O)Cc1sc(-c2ccc(C(=O)O)cc2)nc1-c1ccccc1	9%	i	i	8%	3%	0%	0%	4%	-9%
37	CCOc1cc(/C=C2\C(=O)ON=C2c2ccccc2)ccc1OC	0%	i	i	23%	15%	13µM*	-9%	4%	-3%
38	O=C1CSC(c2ccccn2)N1c1ccccc1 (stereo not given)	-2%	i	i	-2%	1%	-30%	3%	7%	0%
39	COc1ccc(CNc2ncnc3c2cnn3-c2ccc(Cl)cc2)cc1	1%	x	-31%[inhibitor]	2%	x	-1%	-12%	-23%	x
40	CCc1nnc(NC(=O)CSc2nnc(CNc3ccc(F)cc3)n2C2CCCCC2)s1	-8%	i	i	-15%	0%	0%	29%	x	1%
41	CC(C)(C)OC(=O)N1CCN(C(=O)[C@H](Cc2ccc(O)cc2)n2cc(CCO)nn2)CC1	-17%	i	i	18%	-1%	0%	2%	-14%	x
42	CCOC(=O)C1=C(C)OC(N)=C(C#N)C1c1ccsc1 (stereo not given)	4%	i	-20%	0%	-9%	-7%	-1%	12%	-13%
43	N/C(=N/O)c1nc(N2CCCCC2)nc(N2CCCCC2)n1	-13%	i	i	16%	1%	8%	7%	14%	-6%
44	CN1C(=O)NC(c2ccccc2)C2=C1CN(c1cccc(C(F)(F)F)c1)C2=O (stereo not given)	-20%	i	-6%[57.5 µM]	u	-2%	-31%	-4%	u	-1%
45	Cc1ccc(C(=O)OCC(=O)Nc2sccc2C(N)=O)cc1NC(=O)c1ccco1	u	i	-9%	-23%	-4%	-8%	-15%	-12%	-5%
46	CCCn1c(SCC(=O)NC2CCCC2)nnc1-c1ccccn1	3%	i	-22%	11%	1%	15%	-7%	-4%	-2%
47	COCCNC(=O)c1ccc2c(=O)n(CCOC)c(=O)[nH]c2c1	-2%	i	i	8%	-3%	-1%	-16%	-4%	-1%
48	CCCS(=O)(=O)Nc1ccc(N2CCCCC2)c(S(=O)(=O)Nc2ccccc2OC)c1	-21%	i	-43%[inhibitor]	u	13%	0%	u	21%	-8%
49	Cc1ccc2nc(N(Cc3cccnc3)C(=O)C3CCCCC3)sc2c1	5%	x	-39%[inhibitor]	9%	x	5.6µM*	-20%	10%	x

# Screening results (PubChem)
